Source: PubChem BioAssay (several laboratories)
TNAP activation fold = human TNAP enzyme activators, primary screen, biochemical, luminescent, no phosphate acceptor, uHTS (AID 1001); Alkaline phosphatase, tissue-nonspecific isozyme (Homo sapiens); purified TNAP, luminescent activation assay, no phosphate acceptor; higher activation fold means a stronger effect; activation fold at 20 µM, or EC50 in µM where a hit was titrated; actives 0.03% (n = 200,000); in the data active = activation fold from about 3, or a potency from the dose series; inactive = the rest, 99 in 100 with activation fold below about 1.6; also: many of its hits are not listed in these tables
Rac1 GTP hydrolysis = MgcRacGAP GTPase-activating activity inhibitors, confirmation, biochemical, ADP Hunter fluorescence. Rac GTPase-activating protein 1 (Homo sapiens). MgcRacGAP-stimulated Rac1 GTP hydrolysis, ADP Hunter fluorescence; higher % means a stronger effect; GST-tagged Rac1 F28L mutant substrate. one-dose inhibition, % at 30 µM; IC50 in µM for titrated hits. actives 0.6% (n = 340,000);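 active = first-screen hits whose inhibition reached a set limit at any dose in the follow-up dose series; inconclusive = inhibition above the set first-screen limit but never retested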;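 also: fluorescence reports GDP produced by GAP-driven GTP hydrolysis; strong numbers were not always called active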
Myeloid diff 2 = induction of myeloid progenitor differentiation, primary screen, cell-based, flow cytometry, MLPCN library; actives 1% (n = 360,000); calls only at 10 µM; AID 624256, 2012; ER-HoxA9 myeloid progenitors, lysozyme-GFP differentiation;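 active = normalized GFP-positive differentiation at or above the plate's own cutoff, the solvent-only control mean plus 3 SD; inconclusive = no clear call, values can overlap the other calls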;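 also: cells exposed to compound for four days before flow analysis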
RSV antiviral HEp-2 = RSV antiviral activity via CPE protection, HEp-2 cells, primary 10 µM value included (AID 2391); actives 0.13% (n = 310,000); HEp-2 cells, RSV-induced CPE inhibition; higher % means a stronger effect; CPE inhibition, % at 10 µM, or IC50 in µM where a hit was titrated; in the data active = a potency from the dose series; inconclusive = CPE inhibition mostly from about 23% at the one dose, without a potency; inactive = the rest, 99 in 100 with CPE inhibition below about 21%; also: strong numbers were not always called active
SV40 large T antigen = SV40 large T antigen inhibitors, biochemical (AID 1903). SV40 large T antigen ATPase/helicase inhibition assay; higher % means a stronger effect. inhibition, % at 20 µM; hits with a dose series show IC50 in µM. actives 0.39% (n = 310,000); in the data active = a potency from the dose series; inconclusive = inhibition mostly from about 32% at the one dose, without a potency; inactive = the rest, 99 in 100 with inhibition below about 32%; also: strong numbers were not always called active
NTR1 agonist = agonists of NTR1, primary screen, imaging, U2OS cells, beta-arrestin-GFP, high content (AID 493036); actives 0.17% (n = 330,000); NTR1-U2OS beta-arrestin-GFP spot imaging, agonist mode; activation, % at 20 µM;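 active = activation at or above 40% of the spot to cytoplasm intensity ratio, with at least 20 cells analyzed; inconclusive = wells under 20 cells, flagged as cytotoxic or low count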;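 also: 0% = DMSO without peptide and 100% = 100 nM NTR1 peptide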
Target sequence (P30989 whole entry, looked up): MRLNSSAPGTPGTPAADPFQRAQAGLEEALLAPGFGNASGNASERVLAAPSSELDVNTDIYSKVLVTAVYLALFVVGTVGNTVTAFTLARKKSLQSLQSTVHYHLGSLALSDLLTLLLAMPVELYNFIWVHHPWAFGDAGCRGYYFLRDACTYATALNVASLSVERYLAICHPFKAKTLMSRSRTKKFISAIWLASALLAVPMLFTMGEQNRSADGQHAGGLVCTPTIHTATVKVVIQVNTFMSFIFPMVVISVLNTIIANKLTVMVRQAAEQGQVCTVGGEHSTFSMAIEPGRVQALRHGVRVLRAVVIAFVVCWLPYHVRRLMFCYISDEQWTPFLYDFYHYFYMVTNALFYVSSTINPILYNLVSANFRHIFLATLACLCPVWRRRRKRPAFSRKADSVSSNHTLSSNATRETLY
Salmonella PhoP GFP = inhibitors of PhoP regulon expression, primary screen, Salmonella Typhimurium, GFP reporter (AID 1863) | S. Typhimurium PhoP-regulated promoter GFP reporter, 4 h; higher % means a stronger effect | inhibition, % at 50 µM; hits with a dose series show IC50 in µM | actives 0.16% (n = 300,000);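 active = inhibition over 29.93%, a cutoff 3 SD above the screen mean, later confirmed by dose response; inconclusive = inhibition over 29.93% but no dose response follow-up; inactive = inhibition at most 29.93% or unconfirmed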;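 also: 0% = low Mg2+ inducing control and 100% = high Mg2+ repressing control; strong numbers were not always called active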
T cell modulator = modulators of CD8 T cell-vesicle binding, primary screen, mouse 2C CD8+ T cells, flow cytometry. 2C CD8+ T cell-vesicle binding; hits give low values. actives 0.068% (n = 330,000). AID 2052, 2009. calls only at 7 µM;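 active = response, share of CD8 T cells binding vesicles, and their 90th percentile fluorescence all below set limits, cut at about 80% in these data, passing the limit was not always enough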
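Read-out – percent CD8+ FL2 mean versus row control · System – murine 2C transgenic CD8+ T lymphocytes · Times – 1.5 h cell–vesicle binding at 37 °C, then 20 min icy labelling · Control set – naked vesicles low, QL9 vesicles with vehicle high · Detection – cytometric PE anti-B7-1 and Alexa647 anti-CD8 signals after 1% paraformaldehyde fixation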
K1F lysis inhibition = inhibition of K1F phage lysis, E. coli UTI89, bacterial capsule biogenesis inhibitors, alamar blue (AID 488966); E. coli UTI89 K1F phage lysis, alamar blue, 2 h; higher % means a stronger effect; one-dose inhibition, % at 100 µM; IC50 in µM for titrated hits; actives 0.02% (n = 340,000);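 active = phage lysis inhibition, versus mean bacterial control, above a set limit; inconclusive = no clear call, values can overlap the other calls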;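 also: capsule biogenesis inhibitors block K1F phage lysis so surviving cells raise fluorescence; higher fluorescence means more inhibition of phage lysis; actives were called in the ten point dose series up to 300 µM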
T cell modulator vesicle-bound % = further read-out of T cell modulator, marked with its call; double positive events, %; measured here: CD8+ vesicle-bound cell fraction;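 binding gate set so that unloaded-vesicle control wells show 10% double positive cells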
NTR1 agonist cell count 20 µM = second read-out of NTR1 agonist, no call of its own (marks repeat the call); cell count; measured here: cell count, cytotoxicity flag
Myeloid diff 2 GFP+ MAC1+ % = second read-out of Myeloid diff 2, no call of its own (marks repeat the call); GFP+ MAC1+ double positive, %; measured here: differentiation confirmed by MAC1 staining
* marks the source's active call; other numbers are inactive results; i = inactive; ? = inconclusive; nt = no result given; & = joins results of further samples; [ ] = remark or other dose. Compounds as they come. Share with any hit: about 2.3%.

SMILES	TNAP activation fold	Rac1 GTP hydrolysis	Myeloid diff 2	Myeloid diff 2 GFP+ MAC1+ %	RSV antiviral HEp-2	SV40 large T antigen	NTR1 agonist	NTR1 agonist cell count 20 µM	Salmonella PhoP GFP	T cell modulator	T cell modulator vesicle-bound %	K1F lysis inhibition
Nc1nonc1-n1nnc(C(=O)N/N=C/c2ccccc2F)c1CN1CCc2ccccc21	nt	4.4%	i	1.4	0.8%	6.9%	4.8	56	5.1%	i	23.2	0.1%
Cc1ccc(S(=O)(=O)N2CCOCC2)cc1C(=O)Nc1cccc(S(=O)(=O)N2CCCC2)c1	1.1	5.9%	i	0.8	4.4%	10.5%	0.6	46	-2.2%	i	14.2	0.3%
Cc1nc(-c2cccc3ccccc23)ccc1C(=O)O	1.1	0.7%	i	0.1	1.8%	3.2%	-0.1	63	-18.3%	i	7.0	0.8%[50 µM]
COc1ccc(CC(NC(C)=O)C(=O)NC2CCN(c3nc(C)cc(C)c3C#N)CC2)cc1OC (stereo not given)	1.1	3.5%	i	0.5	4.2%	3.3%	0.0	48	-2.2%	i	9.4	0.4%
Cc1ccc(C(=O)c2ccccc2C(=O)OCC(=O)NCC2CCCO2)cc1 (stereo not given)	1.1	9.2%	i	0.3	1.2%	-0.4%	0.9	25	1.5%	i	40.2	-0.7%
CN(NS(=O)(=O)c1ccccc1)c1nc2ccccc2nc1C(F)(F)F	1	9.0%	i	3.2	0.9%	nt	-1.4	58	-1.9%	i	40.2	5.2%
Cc1nn(-c2ccccc2)nc1C(=O)Nc1nnc(C(F)(F)F)s1	nt	10.4%	i	0.2	12.1%	2.5%	0.3	62	-6.9%	i	24.0	0.7%
CC(=O)c1cccc(NC(=O)c2oc(C)nc2C)c1	1.1	6.5%	i	1.1	nt	2.7%	0.8	67	-6.5%	i	30.4	5.3%
Clc1ccc(N2CCN(Cc3ccc(Br)o3)CC2)cc1	nt	13.2%	i	0.3	1.7%	7.5%	-0.5	56	-2.7%	i	60.3	0.6%
O=C1/C(=C/c2ccncc2)Oc2cc(OS(=O)(=O)c3ccccc3)ccc21	nt	10.4%	i	0.2	nt	13.6%	5.0	52	-1.8%	i	49.6	0.1%
O=S(=O)(Nn1cnnc1)c1ccc(F)cc1	1.1	nt	i	0.1	2.2%	4.8%	1.1	101	-0.7%	i	17.5	nt
C[C@H]1CN([C@@H](C)CO)C(=O)c2cccc(NC(=O)c3ccc(-c4nccs4)cc3)c2O[C@@H]1CN(C)C(=O)NC1CCCCC1	nt	7.5%	i	0.5	nt	nt	-0.5	65	nt	i	6.2	-0.2%
CC(=O)NCCC(=O)Nc1nc(-c2ccccc2Cl)cs1	1.1	5.0%	i	0.8	1.7%	1.8%	0.0	39	0.5%	i	6.7	-0.1%
CCC1CCCCN1CCCNC(=O)CCC(=O)N1CC(C)Oc2ccccc21 (stereo not given)	nt	7.4%	i	4.0	0.0%	7.5%	-0.7	97	nt	i	23.0	1.9%
NC(=NCCc1ccccc1)NS(=O)(=O)c1ccc(F)cc1	1.1	-0.1%	i	0.2	-0.3%	5.9%	-2.3	54	6.5%	i	29.6	3.2%
COc1ccc(NC(C)=O)cc1C#N	1	7.8%	i	0.7	4.2%	-1.7%	-1.2	47	0.3%	i	23.1	-0.4%
C=CCNC(=O)COC(=O)c1ccccc1C(=O)N(C)C1CCCCC1	1.1	-0.8%	i	0.2	-0.7%	2.1%	-0.1	60	-0.1%	i	14.2	0.0%
CSc1ncccc1C(=O)NCC(=O)Nc1ccc(F)c(F)c1	nt	7.4%	i	0.8	1.8%	7.9%	-0.6	63	-3.3%	i	25.2	2.6%[50 µM]
CCC1Oc2ccccc2N(CC(=O)N2CCOCC2)C1=O (stereo not given)	nt	3.4%	i	0.3	0.9%	0.7%	-1.2	40	6.8%	i	22.1	-0.1%
Oc1ccccc1N1CCN(CC(O)COCc2ccccc2Cl)CC1 (stereo not given)	1.1	?	i	0.1	-3.7%	16.2%	0.0	39	5.6%	i	19.1	1.4%
CCCC1Cc2c(sc(NC(=S)NC(=O)c3ccccc3)c2C#N)CO1 (stereo not given)	1.3	nt	nt	nt	7.6%	-11.6%	9.5	51	19.1%	i	6.7	nt
CCOC(=O)C1CCN(C(=O)C(=O)N2CCC(C(=O)OCC)CC2)CC1	1.1	-10.3%	i	0.6	1.5%	-3.5%	0.0	42	0.9%	i	19.8	-1.2%
CCc1ccccc1NC(=O)CSc1nnc([C@@H]2CCCN2C(=O)OC(C)(C)C)o1	1.2	-2.8%	i	3.6	2.4%	-2.1%	-0.8	67	0.1%	i	58.3	-0.3%
Cc1ccc(C)c(S(=O)(=O)N2CCCOC2CNC(=O)C(=O)NC2CC2)c1 (stereo not given)	nt	8.3%	i	1.1	1.6%	6.9%	1.5	49	-2.9%	i	6.7	1.4%[50 µM]
COc1ccc(CNC(=O)COC(=O)Cc2ccc(Cl)cc2Cl)cc1	1.2	2.8%	i	0.2	1.1%	-0.7%	-1.8	79	-4.2%	i	61.2	-0.1%
CC(C)(C)c1ccc(C(=O)NNc2cc(N3CCOCC3)nc(N3CCOCC3)n2)cc1	1	8.2%	i	0.1	-0.7%	0.5%	0.8	35	4.0%	i	50.6	0.8%
NC(=O)C1CCCN(Cc2c(C(=O)N3CCc4ccccc4C3)nc3ccc(Cl)cn23)C1 (stereo not given)	nt	6.9%	i	1.4	1.3%	20.1%	2.3	50	0.6%	i	37.7	0.1%
CC(=O)N1c2ccccc2NC2=C(C(=O)CC(C)(C)C2)C1c1cccn1C (stereo not given)	1.1	5.8%	i	1.3	0.9%	4.4%	1.5	48	-1.8%	nt	nt	0.4%
Cc1ccc2c(c1)c1nc3ccccc3nc1n2C	nt	15.9%	i	0.9	8.1%	21.1%	0.7	62	-4.2%	i	56.9	0.2%
Cc1ccc(N2C(=O)CC(Cn3nc(C)cc3C)C2=O)cc1 (stereo not given)	1.1	6.6%	i	0.5	1.1%	3.1%	0.7	74	-0.4%	i	50.7	0.4%
CCn1c(COc2ccccc2)nnc1SCC(=O)NC1CC1	nt	0.1%	i	1.2	1.6%	31.0%	-0.8	75	-3.2%	i	14.1	0.2%
Cc1nc2ccccc2c(=O)n1N(c1ccccc1)c1ccccc1	1	5.5%	i	0.0	2.3%	2.6%	-0.6	81	-7.6%	i	58.1	-0.1%
O=S(=O)(NCc1nnc2c(C(F)(F)F)cc(Cl)cn12)c1ccccc1	nt	12.3%	i	0.0	1.1%	11.0%	0.3	53	-9.1%	i	50.4	0.2%
Cc1ccc(C(=O)Nc2nc(=O)[nH]s2)cc1	1.2&1	9.6%&12.3%	i	0.3&0.2	-1.1%&-1.1%	2.2%&5.5%	0.1&0.6	37&40	-16.2%&-28.1%	i	12.1&41.8	-1.4%&-1.5%
O=C(CN1C(=O)CC(c2ccccc2)S(=O)(=O)c2ccccc21)NC1CCCC1 (stereo not given)	1.1	0.8%	i	0.4	-0.6%	-5.8%	-0.8	42	23.7%	i	2.3	0.1%
CC(=O)C1=C(O)C(=O)N(Cc2ccco2)C1c1ccc2c(c1)OCO2 (stereo not given)	1.2	9.3%	i	6.4	1.7%	18.1%	-0.6	54	-1.7%	i	31.7	0.1%
O=C(Cn1cc([N+](=O)[O-])cn1)NCCc1nc2ccccc2[nH]1	1.1	-1.1%	i	0.3	2.5%	5.1%	-0.6	72	-4.6%	i	46.5	0.4%
CCOC(=O)C1CCN(Cc2cnc(Oc3ccc(C(C)(C)C)cc3)s2)CC1	1.1	-0.2%	i	0.6	-0.2%	10.7%	8.3	85	6.9%	i	31.1	1.1%
N#Cc1c(NC(=O)CSc2nc3ccccc3s2)sc2c1CCCC2	1	4.3%	i	1.3	1.5%	10.8%	10.7	78	-15.3%	i	27.7	1.4%[50 µM]
Oc1ccccc1C1N=C(c2ccccc2)NC(c2ccccc2)=N1	1	8.9%	i	1.1	0.5%	-0.5%	-0.6	71	17.6%	i	53.7	0.5%
CCN(CC)C(=O)c1nc[nH]c1C(=O)N1CCN(C(=O)OC(C)(C)C)CC1	nt	9.2%	i	1.0	0.2%	nt	3.1	44	nt	i	38.1	0.1%
Cc1ccccc1C(=O)NC1CCS(=O)(=O)C1 (stereo not given)	1.1	5.4%	i	0.4	1.6%	2.3%	-5.5	79	-7.2%	i	23.1	5.1%
Nc1nn(-c2ccccc2)c(N)c1N=Nc1ccc2c(c1)OCO2	0.9	19.8%	nt	nt	-1.4%	10.2%	2.2	74	?	i	54.5	1.0%[50 µM]
O=C(Nc1ccccc1C(=O)O)c1cccc(NC(=O)c2ccc(Br)o2)c1	1.1	13.9%	i	0.7	3.3%	1.2%	-0.3	31	9.1%	i	27.1	0.6%
CC(=O)N1N=C(c2ccc3ccccc3c2)OC12CCCC2	nt	13.5%	i	0.3	13.1%	1.4%	5.0	40	-9.5%	i	54.9	1.2%
Cc1cc(NS(=O)(=O)c2ccc(NC(=O)COc3ccc(Cl)cc3Cl)cc2)no1	nt	3.0%	i	0.5	3.6%	24.4%	1.5	57	-3.0%	i	32.4	-0.2%
CC/C(=N\NC(=S)Nc1cccc(C)c1)c1ccccc1	1	3.6%	i	0.5	9.4%	14.8%	2.0	64	-8.1%	i	47.8	1.2%
O=C(Cn1cnc(S(=O)(=O)N2CCCC2)c1)Nc1cccc(Br)c1	nt	6.6%	i	0.6	1.4%	-11.3%	-0.4	49	-9.0%	i	20.9	0.0%
